Screening results (PubChem BioAssay)
BRCA1 expr act – activators of BRCA1 expression. MCF7-BRCA1-FFLuc reporter, luminescence, 48 h; response scale: scaled: vehicle 0%, 10 µM genistein 100%. Potency, µM (titrated, usually from 46.1 µM), for the others: top-dose activation, hits mostly activators. actives 1.1% (n = 380,000); note: potency is the fitted concentration of half-maximal effect; nearly all actives have a fitted effect of over 80% in size; some results filed as inactive show a strong effect at the top dose
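Compounds are tested at multiple concentrations on MCF7 BRCA1-luciferase reporter cells seeded at 2000 per well; after 48 h, a single luminescence end-point is taken and curves fitted to the normalized data.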
Integrin act MD – activates integrin-mediated alleviation for muscular dystrophy; Potency, µM (highest dose often 38.3 µM), inactives show at the highest dose activation, actives largely listed as activators; AID 624291; alpha7betagal myoblasts, beta-gal FDG fluorescence, 48 h; actives 0.064% (n = 350,000);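 note: potency is the fitted concentration of half-maximal effect; 100% = response of the positive control SU9516; nearly all actives have a fitted effect of over 60% in size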
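Alpha7betagal+/- myoblasts (passage 13) were plated 16-24 hr, then exposed to compounds (1:260 dilution of DMSO stock) for 48 hours at 37C. After MPER lysis, β-galactosidase reporter activity was read as FDG fluorescence (ex 480/em 540) after 30 minutes.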
TSG101-PTAP inh – blocks PTAP/TSG101 interaction to inhibit HIV-1 budding; Q99816; AID 493005; Fluorescence polarization, FITC-PTAP peptide / Tsg101 binding; Potency, µM (highest dose often 115 µM), for the others: at the top dose activity change, negative = inhibition, usual class: inhibitors; 340,000 tested, under 10 active; active = well fitted inhibition curve with a large enough effect in the main read-out, with a control signal flat, not every such curve was filed as active; inconclusive = small, poorly fitted or top-dose-only effect, or effect the other way, or a change in a side signal; inactive = no such curve, though single readings can be large or run the other way; note: potency is the fitted concentration of half-maximal effect; % of control where 0% means no effect
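Fluorescence polarization binding of Tsg101 binding domain (10 uM final) to FITC-labeled PTAP peptide (50 nM final) in HEPES pH 7.5 buffer with NaCl, Tween 20, EDTA, TCEP. Compounds added before peptide; binding 20 min at RT.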
B2AR arrestin – agonists driving beta-arrestin recruitment to human beta2-adrenergic receptor; Potency, µM (doses to about 46.1 µM), for the others: top-dose activation, actives largely listed as activators; AID 492947; actives 0.02% (n = 330,000); P07550; beta-arrestin recruitment to beta2AR, cell-based reporter;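 note: potency is the fitted concentration of half-maximal effect; 0% = DMSO controls and full agonism = EC100 isoproterenol or metaproterenol; nearly all actives have a fitted effect of over 65% in size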
TRPV1 ag – agonists of human vanilloid receptor 1 (TRPV1) | actives 0.19% (n = 320,000) | AID 540275 | TRPV1-expressing cells, Fluo-8 calcium influx, agonist mode | Q8NER1 | activation, % at 8.33 µM; in the data active = activation above about 80%; inconclusive = between about 30% and that limit; note: 0% is about no effect
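Cells expressing TRPV1 were dye-loaded with Fluo-8 and read kinetically: 10 s baseline, 3 min after compound (agonist portion), then 2 min after EC20 capsaicin (allosteric enhancer portion). Calcium-bound dye fluorescence at 480/520 nm.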
A-T KAP1 phos – candidate therapy for ataxia-telangiectasia; […] A-T fibroblasts, KAP-1 phosphorylation AlphaLISA; neocarzinostatin DNA damage 30 min before lysis; actives 0.19% (n = 320,000); AID 485349; Potency, µM (doses to about 57.5 µM), inactives show at the top dose activation, usual class: activators; note: potency is the fitted concentration of half-maximal effect; % of control where 0% means no effect; nearly all actives have a fitted effect of over 45% in size
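ATM-like activity read as KAP-1 phosphorylation via AlphaLISA donor/acceptor antibody pairs after lysis and 6 hr at 25C. Cells were ATM-null patient fibroblasts ([…], hTERT), dosed 60 min, then exposed to the DSB inducer NCS for 30 min.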
CXXC DNA block – MLL CXXC-DNA interaction inhibition; Q03164; MLL-CXXC / FITC-HOXA9 DNA fluorescence polarization; actives 0.037% (n = 290,000); Potency, µM (doses to about 115 µM), for inactives: at the highest dose activity change, negative = inhibition, usual class: inhibitors; active = well fitted inhibition curve with a large enough effect in the polarisation, with a control signal flat, not every such curve was filed as active; inconclusive = small, poorly fitted or top-dose-only effect, or effect the other way, or a change in a side signal; inactive = no such curve, though single readings can be large or run the other way; the % refers to the polarisation; note: potency is the fitted concentration of half-maximal effect
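Steps: dispense CXXC domain solution (7 uM) → pin compounds or unlabeled HOX-A9 DNA control → 5 min ambient → add FLSN-HOX-A9 solution (50 nM) → spin → 30 min ambient → fluorescence polarization. Tris pH 7.5/NaCl/DTT/BSA buffer.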
TCR activator – activators of T cell receptors; primary human leukocytes, anti-CD3, IL-2 HTRF, 48 h; Potency, µM (doses to about 9.22 µM), for the others: at the highest dose activation of IL-2 secretion, usual class: activators; AID 504894; 330,000 tested, under 10 active; note: % of control where 0% means no effect
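Activity was scored as IL-2 release from primary human leukocytes given only a TCR signal (a-CD3 beads) plus compound for 48 hr. Detection used a two-antibody HTRF format read at 665nm.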
p53 reactivation – re-activators of mutant p53. Potency, µM (doses to about 92.2 µM), inactives show at the top dose activity change, positive = activation, hits mostly activators. actives 0.063% (n = 320,000). H1299 p53-A138V BP100-luciferase reporter, luminescence, 24 h. AID 504706; note: potency is the fitted concentration of half-maximal effect; % of control where 0% means no effect; nearly all actives have a fitted effect of over 45% in size
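p53-null H1299 cells stably carrying temperature-sensitive p53-A138V and a BP100-luciferase reporter were pinned with compounds (4-point, 1:5 series) and held 24 hrs at 37 deg C. Luminescence was read 10 min after detection reagent.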
ELG1 DNA repair – ELG1-dependent DNA repair inhibition; HEK293T ELG1-luciferase reporter, luminescence, 16 h; DNA damage induced by 5-fluorouridine; Potency, µM (highest dose often 46.1 µM), for inactives: at the top dose activity change, negative = inhibition, actives largely listed as inhibitors; actives 2.3% (n = 330,000); AID 504467; note: potency is the fitted concentration of half-maximal effect; % is set by controls: 0 for no effect and ±100 for the full control effect; nearly all actives have a fitted effect of over 55% in size
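Reporter activity after DNA damage by 5-fluorouridine is monitored. Compound-treated cells incubate 16 hr at 37 °C, then ONE-Glo is added for 30 min before luminescence reading.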
* hit, by the source's call; ? = inconclusive; nt = not tested or not shown; & = joins results of further samples; [ ] = dose if it differs, or a comment. Unless noted, calls come from the whole dose curve; as a rule, active = well fitted curve in the direction sought with a large enough effect; inconclusive = small, poorly fitted or top-dose-only effect, or another doubt; inactive = no such curve, though single readings can be large; an effect the other way counts as inactive or inconclusive.

smiles	BRCA1 expr act	Integrin act MD	TSG101-PTAP inh	B2AR arrestin	TRPV1 ag	A-T KAP1 phos	CXXC DNA block	TCR activator	p53 reactivation	ELG1 DNA repair
CCCOc1ccc(/C(CC)=N/NC(=O)C2(C)CC2(Br)Br)cc1 (stereo not given)	-4%	-4%	1%	-0.4%	28	-1%	8%	-8%[46.1 µM]	-1%	11%
N#Cc1c(-c2cccs2)nc(SCC(=O)c2ccc(Br)cc2)[nH]c1=O	-40%	-17%	-3%	-0.4%	-4	9%	16%	0%	-1%	8%
O=C(NCCCn1ccnc1)c1cn(-c2ccccc2)nc1-c1ccccc1	25%	0%	0%	nt	4	nt	-4%	nt	nt	nt
COc1ccc(Nc2nc(N)c3ccccc3n2)c(OC)c1	3.5µM*	-5%	-10%	-1.2%	1	-8%	7%	5%	?	?
O=C(O)CNC(=O)c1ccccc1F	-16%	24%	-3%	-0.5%	-2	-28%	-6%	-1%	1%	2%
Nc1cccc(CCc2nc3ccccc3[nH]2)c1	65%	-14%	0%	-1.8%	-1	0%	3%	0%	?	?
O=C(c1ccco1)N1CCN(C(=O)c2sccc2-c2ccccc2)CC1	-33%	-23%	0%	0.3%	3	1%	5%	1%[46.1 µM]	2%	-1%
CCN(CCNC(=O)c1ccc2nc(-c3ccccc3NC(C)=O)c(=O)[nH]c2c1)c1ccccc1	-7%	-16%	-3%	-0.6%	1	6%	-3%	-2%	0%	?
O=C(OCc1ccc(F)cc1)c1cc(=O)c2ccccc2o1	4%	-14%	1%	-0.5%	5	2%	?	7%	11%	1%
O=C(CNC(=O)OCc1ccccc1)Nc1ccc(F)cc1	3%	3%	-3%	-0.2%	?	-2%	nt	0%	-9%	7%
Cn1c(N)c(C(=O)COC(=O)C2CC(O)CN2S(=O)(=O)c2ccc(Cl)cc2)c(=O)n(C)c1=O (stereo not given)	0%	1%	-4%	-0.5%	-2	2%	0%	1%	3%	-13%
CC(c1ccccc1)C(OC(=O)c1cccc([N+](=O)[O-])c1C(=O)O)c1ccccc1 (stereo not given)	-14%	0%	-7%	nt	nt	nt	nt	6%	nt	nt
O=C(Oc1ccccc1N1C(=O)C2CC=CCC2C1=O)c1ccc(Br)cc1 (stereo not given)	-67%	8%	-2%	0.5%	10	1%	22%	-3%[46.1 µM]	5%	21%
O=C(CCn1cccn1)Nc1ccc2c(c1)OCO2	41%	-5%	0%	-0.3%	9	-5%	44%[activator]	-5%	?	?
Cc1cc(N)ccc1-n1c(C)ccc1C	-18%	-26%	-2%	-0.9%	0	-8%	9%	5%	24%	19%
COc1cc(/C=C2/C(=N)N3C(SC)=NSC3=NC2=O)ccc1OC(=O)c1ccco1	60%	4µM*	1%	-0.6%	-1	-5%	39%[activator]	-1%	?	?
CCOC(=O)N1CCN(c2c(F)cc3[nH]c(=S)[nH]c3c2Br)CC1	-68%	-6%	0%	-0.4%	4	-9%	1%	1%	11%	-6%
O=c1c2cc([N+](=O)[O-])ccc2nc(CN2CCN(c3ccccn3)CC2)n1-c1ccccc1F	-34%	-6%	-2%	-1.0%	-7	0%	3%	8%	-1%	?
CC(=O)c1ccccc1-c1csc2ncnc(Sc3nnnn3C)c12	-4%	nt	nt	13%	0	8%	nt	9%	?	?
CCOC(=O)N1CCN(C(=O)c2oc3ccc(S(=O)(=O)N(CC)CC)cc3c2C)CC1	-29%	-5%	0%	-0.4%	-2	24%	0%	3%	-9%	12µM*
C=CCOC(=O)C1=C(C)NC(SCC(=O)N(CC)CC)=C(C#N)C1c1ccco1 (stereo not given)	-21%&-42%	27%&0%	-2%&-3%	-0.1%	0	4%	-9%	2%&1%	-19%	8.2µM*
O=[N+]([O-])c1cnn(-c2nc(-c3cccs3)cc(C(F)(F)F)n2)c1	9%	6%	-3%	0.1%	6	-6%	12%	5%	-6%	-5%
COc1cc(C2NC(=O)N(C)C3=C2C(=O)CCC3)cc(OC)c1OC (stereo not given)	7%	-23%	-5%	0.5%	-5	-2%	-7%	12%	-3%	-8%
CCOC(=O)c1nnn(-c2nonc2N)c1CSc1ccccn1	13%	-33%	-2%	0.1%	-2	3%	-1%	3%	2%	6%
CS(=O)(=O)N(CC(=O)O)c1cc(C(F)(F)F)ccc1Cl	10%	25%	-2%	-0.2%	-1	-6%	nt	7%	9%	30%
C=CCNC(=S)Nc1ccc(C(N)=O)cc1	-12%	7%	0%	-0.2%	1	3%	-1%	0%	1%	-1%
O=C(Nc1ccc(C(=O)N2CCOCC2)cc1)c1cccs1	0%	33%	-13%	-0.4%	-3	11%	-1%	-1%	4%	-1%
COC(=O)c1cc(NC(=O)Cn2nc(C)n3cccc3c2=O)cc(C(=O)OC)c1	8%	8%	-2%	-0.4%	1	-7%	13%	3%	12%	10%
CC1CCN(S(=O)(=O)c2ccc(NC(=O)CCN3C(=O)C4CC=CCC4C3=O)cc2)CC1 (stereo not given)	-5%	-3%	-1%	0.0%	?	-3%	nt	nt	-11%	?
CCCSc1nnc(N)s1	-13%	-27%	2%	1.8%	0	1%	2%	nt	0%	5%
C/C=C/C=C(/NC(=O)c1ccccc1)C(=O)Nc1ccccc1	-5%	2%	2%	0.1%	1	14%	9%	-5%	16%	27%
O=C(NC1CCCCC1)C(=S)N1CCOCC1	-1%	0%	-2%	-0.2%	-3	4%	-10%	4%	1%	22%
Cc1cc(-c2ccc(C)c(S(=O)(=O)NCCCN3CCN(c4ccccc4F)CC3)c2)on1	-15%	-47%[inhibitor]	0%	0.1%	23	-6%	44%[activator]	3%	4%	?
NS(=O)(=O)c1ccc(NC(=O)COC(=O)CNC(=O)C23CC4CC(CC(C4)C2)C3)cc1	-1%	5%	0%	-0.2%	3	-9%	7%	-5%	0%	6%
Cc1cc(C)cc(Oc2coc3cc(OC(=O)c4cccs4)ccc3c2=O)c1	1%	25%	1%	-1.6%	7	-4%	243%[activator]	-7%	2%	?
CCc1ccc(NC(=O)NNC(=O)CCc2ccccc2)cc1	17%	6%	0%	0.0%	3	5%	-1%	5%	0%	-7%
CN(CCCCCCN(C)Cc1ccccc1O)Cc1ccccc1O	-8%	0%	-2%	-1.4%	4	0%	-1%	14%	?	-8%
COc1ccc(O[C@H]2C=C[C@@H](c3ccccc3)O[C@@H]2CO/N=C(\C)CCN2CCCCc3nc(C)c(C)cc32)cc1	nt	nt	nt	0.2%	0	5%	6%	nt	14%	?
Cc1cccc(NC(=S)N/C(=N/S(=O)(=O)c2ccccc2)c2ccccc2)c1	-7%&-8%	0%&-9%	-2%&0%	-0.4%	-2	-9%	-13%	-5%&0%	?	?
Cc1occc1-c1nnc(SCC(=O)N2c3ccccc3CCc3ccccc32)n1C	-36%	?	-7%	-0.3%	0	-7%	-6%	26%	-12%	-20%
CCCCCCCCS(=O)CCC(=O)O (stereo not given)	0%	13%	2%	-0.3%	0	2%	2%	nt	1%	23%
CN(C)CCNc1oc(-c2cccc(Cl)c2)nc1C#N	25%	3%[7.66 µM]	-2%	-0.4%	6	nt	3%	-5%	6%	1%
CCCSc1nnc(-c2c[nH]c3ccccc23)n1CC	41%	16%	-2%	-0.3%	1	-1%	-3%	10%	4%	-18%
C(=NOCc1ccccc1)c1ccncc1	86%	6%	0%	nt	nt	nt	nt	-2%	nt	nt
COc1ccc(CCN2C(=O)N(c3ccc(OC)cc3)C(=O)C2CC(=O)Nc2ccccc2)cc1 (stereo not given)	1%	0%	-3%	0.0%	2	3%	-3%	2%	-4%	?
COc1cc(OC)cc(C(=O)NCC(=O)N2CCN(Cc3ccccc3)CC2)c1	-4%	-20%	-2%	0.1%	nt	7%	nt	1%	-2%	-3%
CCCCc1ccc(NC2=NCC(=O)N2CCc2ccccc2)cc1	-33%	-28%	1%	-0.5%	-1	1%	-10%	-9%	-3%	?
Cc1nc(SCC(=O)Nc2ccccn2)n[nH]1	2%	-41%	-6%	0.3%	-1	0%	8%	-7%	3%	3%
CC1Cn2c(nnc2-c2cccs2)S1 (stereo not given)	8%	0%	-3%	nt	nt	nt	nt	0%	nt	nt
O=C(NCC(c1ccccc1)N1CCCC1)C1CCN(C(=O)Nc2ccccc2)CC1 (stereo not given)	19%	0%	-7%	-0.1%	16	7%	nt	-1%	7%	26%
COC(=O)c1c(C(=O)OC)c(-c2ccc(OC)cc2)n2c1CS(=O)(=O)C2	0%	2%	-6%	0.3%	-2	-13%	12%	3%	-1%	3%
